PfM18AAP inh: blocks P. falciparum M18 aspartyl aminopeptidase; inhibition, % at 7.35 µM; recombinant PfM18AAP, H-Glu-NHMec fluorogenic cleavage; 290,000 compounds, 1.2% hits; AID 1822;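 active = inhibition above the campaign mean inhibition over all tested compounds plus 3 SD, cut at about 28% in these data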;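 also: 0% = plate median of test compound wells and 100% = 2 mM ZnCl2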
GPR7 antag: antagonists of human GPR7 (neuropeptides B/W receptor 1); P48145; GPR7-expressing cells, fluorescence antagonist assay; inhibition, % at 4.4 µM; 290,000 compounds, 1.1% hits; AID 1861; in the data active = inhibition above about 16%, passing the limit was not always enough;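 also: cells stimulated with the agonist NPW; 0% = agonist with vehicle and 100% = vehicle without agonist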
MEKK2 WT-MEK5: raises or lowers MEK5 binding to wildtype human MEKK2 PB1 domain | bead flow cytometry, Alexa488-MEK5 binding to MEKK2 WT; actives lie on both sides | 290,000 compounds, 1.1% hits | binding response (% of control), % at 10 µM | Q9Y2U5; in the data active = binding response below about 67% or above about 130%
NALP1 yeast inh: NALP1 inhibition; inhibition, % at 10 µM; 280,000 compounds, 0.61% hits; S. cerevisiae NALP1/ASC/caspase-1 growth, X-gal OD620, 72 h; in the data active = inhibition mostly above about 24%, no sharp cut-off; inactive = mostly below about 32%; also: some compounds called inactive have numbers as strong as hits
MEKK2 mut-MEK5: signal of MEK5 binding to mutant human MEKK2 PB1 domain; bead flow cytometry, Alexa488-MEK5 binding to MEKK2 mutant; percent response, % at 10 µM; 290,000 compounds, 0.35% hits; AID 1530; in the data active = percent response above about 24%, passing the limit was not always enough; also: inactives centre near 1; some results filed as inactive read as strong as hits
GalR3 antagonist: human GalR3 antagonism; HEK293 GalR3-CNG cAMP membrane potential fluorescence; galR3 body fused to GalR1 C-terminus; inhibition, % at 3 µM; AID 651719; 360,000 compounds, 0.44% hits; O60755;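 active = inhibition above the screen-wide average plus 3 SD, cut at about 13% in these data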;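 also: forskolin and galanin both at EC90 stimulate the cells; cAMP rise reported by CNG channel membrane potential dye signal; 0% = forskolin plus galanin with DMSO and 100% = forskolin alone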
OXTR ag: agonists of human oxytocin receptor; P30559; 320,000 compounds, 0.32% hits; CHO-OTR cells, Fluo-8 calcium fluorescence; normalized: DMSO 0%, oxytocin 100%; activation, % at 3 µM; AID 2435;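 active = activation above the mean of all tested compounds plus 3 SD, cutoff set per screening run, cut at about 20% in these data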;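 also: peak over basal fluorescence ratio from a 100 s FLIPR kinetic read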
Target sequence (P30559 whole entry, looked up): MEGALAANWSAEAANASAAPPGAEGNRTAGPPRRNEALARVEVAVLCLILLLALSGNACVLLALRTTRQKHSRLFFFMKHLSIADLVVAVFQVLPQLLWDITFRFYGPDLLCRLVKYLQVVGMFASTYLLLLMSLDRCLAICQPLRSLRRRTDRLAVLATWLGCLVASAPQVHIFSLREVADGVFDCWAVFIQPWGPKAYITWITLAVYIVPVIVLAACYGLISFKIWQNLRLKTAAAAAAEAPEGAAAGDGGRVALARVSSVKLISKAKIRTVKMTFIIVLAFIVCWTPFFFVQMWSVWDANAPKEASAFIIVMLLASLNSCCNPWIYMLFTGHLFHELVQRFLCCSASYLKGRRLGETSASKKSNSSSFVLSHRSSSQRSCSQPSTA
OXTR potentiator: potentiates the human oxytocin receptor response; CHO-OTR cells, Fluo-8 calcium fluorescence, potentiator mode; 0% = oxytocin EC15, 100% = EC100; activation, % at 3 µM; 320,000 compounds, 0.061% hits; AID 2445;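 active = activation above that plate's cutoff, the mean activation of tested compounds plus 3 SD, cut at about 6.6% in these data, passing the limit was not always enough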;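 also: 100% uses oxytocin at 75 nM as the full agonist control; some results filed as inactive read as strong as hits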
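Dosing: Single dose, 3.0 µM nominal final compound concentration | Material: Human OTR in CHO cells | Technique: Kinetic Fluo-8 calcium fluorescence | Benchmarks: EC15 oxytocin alone as 0%, 75 nM oxytocin as 100% | Probe or stimulus: Oxytocin at about EC15, sub-maximal agonist stimulus | Incubation: Compound 6 min at room temperature before oxytocin, 100 s read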
V1aR counter: activates human V1a receptor in oxytocin agonist counter-screen. CHO-V1R cells, Fluo-8 calcium fluorescence, agonist mode; 0% DMSO, 100% 3 nM vasopressin. activation, % at 3 µM. 320,000 compounds, 0.25% hits. AID 2797;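 active = activation above the mean activation of all tested compounds plus 3 SD, per screening run, cut at about 20% in these data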;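 also: signal is peak over basal fluorescence ratio across a 100 second FLIPR read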
Target sequence (P37288 whole entry, looked up): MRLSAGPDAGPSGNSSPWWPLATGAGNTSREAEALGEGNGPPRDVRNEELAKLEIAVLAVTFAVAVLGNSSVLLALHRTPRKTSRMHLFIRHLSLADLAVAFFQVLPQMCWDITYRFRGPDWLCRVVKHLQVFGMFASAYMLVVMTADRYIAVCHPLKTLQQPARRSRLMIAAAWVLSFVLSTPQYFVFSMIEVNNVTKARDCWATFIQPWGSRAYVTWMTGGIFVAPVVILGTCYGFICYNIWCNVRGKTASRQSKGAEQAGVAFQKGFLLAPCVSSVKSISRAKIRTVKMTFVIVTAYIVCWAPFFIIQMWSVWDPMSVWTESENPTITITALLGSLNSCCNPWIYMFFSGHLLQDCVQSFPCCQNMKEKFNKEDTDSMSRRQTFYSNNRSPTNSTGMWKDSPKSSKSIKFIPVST
Starred values were filed as active, the others as inactive; · = not tested or not shown; & = joins results of further samples.

The first 8 entries, ahead of the listing:
Values run as follows: PfM18AAP inh	GPR7 antag	MEKK2 WT-MEK5	NALP1 yeast inh	MEKK2 mut-MEK5	GalR3 antagonist	OXTR ag	OXTR potentiator	V1aR counter
Cc1ccc(C)c(S(=O)(=O)N2CCCOC2CNC(=O)C(=O)NCc2cccnc2)c1 (configuration not stated)
    9	-5	101	6	-3	-5	-1.0	-11	0.1
CC(C)COP(=O)(c1ccc(N(C)C)cc1)C(O)c1ccccc1F (configuration not stated)
    -2	-11	90	-10	-5	-4	-1.3	-14	-0.8
COc1ccc(C(=O)NC(C)c2cccnc2)cc1S(=O)(=O)N(C)Cc1ccccc1 (configuration not stated)
    ·	·	·	·	·	-3	1.1	-8	0.8
COc1cc(NC(=O)Cc2nn(C)c(=O)c3ccccc23)cc(OC)c1
    6	2	102	14	13	5	17	-21	9.9
Cc1c(OCC(=O)OC(C)(C)C)ccc2c3c(c(=O)oc12)CCC3
    -5	11	106	22	7	-3	2.4	-19	2.1
Cc1ccc(S(=O)(=O)N(C)C)cc1NC(=O)COC(=O)C1CCN(S(=O)(=O)c2cccs2)CC1
    ·	·	·	·	·	-5	-0.2	-12	0.7
Cc1ccccc1C(=O)Nc1cccc(NC(=O)c2ccccc2[N+](=O)[O-])c1
    -2	2	112	-8	11	-4	1.7	-3	1.5
O=C(OC(c1ccccc1)c1nccc2ccccc12)c1cccc([N+](=O)[O-])c1 (configuration not stated)
    -5	-10	81	25	-7	-7	-2.2	-13	-1.5

All compounds of this part (from the top)
Values run as follows: PfM18AAP inh	GPR7 antag	MEKK2 WT-MEK5	NALP1 yeast inh	MEKK2 mut-MEK5	GalR3 antagonist	OXTR ag	OXTR potentiator	V1aR counter
Cc1ccc(C)c(S(=O)(=O)N2CCCOC2CNC(=O)C(=O)NCc2cccnc2)c1 (configuration not stated)
    9	-5	101	6	-3	-5	-1.0	-11	0.1
CC(C)COP(=O)(c1ccc(N(C)C)cc1)C(O)c1ccccc1F (configuration not stated)
    -2	-11	90	-10	-5	-4	-1.3	-14	-0.8
COc1ccc(C(=O)NC(C)c2cccnc2)cc1S(=O)(=O)N(C)Cc1ccccc1 (configuration not stated)
    ·	·	·	·	·	-3	1.1	-8	0.8
COc1cc(NC(=O)Cc2nn(C)c(=O)c3ccccc23)cc(OC)c1
    6	2	102	14	13	5	17	-21	9.9
Cc1c(OCC(=O)OC(C)(C)C)ccc2c3c(c(=O)oc12)CCC3
    -5	11	106	22	7	-3	2.4	-19	2.1
Cc1ccc(S(=O)(=O)N(C)C)cc1NC(=O)COC(=O)C1CCN(S(=O)(=O)c2cccs2)CC1
    ·	·	·	·	·	-5	-0.2	-12	0.7
Cc1ccccc1C(=O)Nc1cccc(NC(=O)c2ccccc2[N+](=O)[O-])c1
    -2	2	112	-8	11	-4	1.7	-3	1.5
O=C(OC(c1ccccc1)c1nccc2ccccc12)c1cccc([N+](=O)[O-])c1 (configuration not stated)
    -5	-10	81	25	-7	-7	-2.2	-13	-1.5
COc1ccc(NC2CCN(C3CC(=O)N(c4ccc(F)c(Cl)c4)C3=O)CC2)cc1 (configuration not stated)
    -11	-10	105	-5	8	-1	1.5	-11	-0.1
NC(=O)c1cc(C(=O)c2cccc(Cl)c2Cl)c[nH]1
    2	0	105	13	-9	4	4.2	-1	3.0
CC(C)[C@H](NC(=O)N1CC(=O)Nc2ccccc21)C(=O)N[C@@H](Cc1ccccc1)C(=O)O
    -2	-1	100	17	-1	-1	1.3	-3	0.1
COc1ccc2ccc(=O)oc2c1CC(O)C(C)(C)O (configuration not stated)
    ·	·	106	-6	2	-2	0.1	-2	0.8
CSc1cccc(CN2CCC(CO)(Cc3ccccc3)CC2)c1
    0	2	107	6	3	-1	4.8	-15	3.8
O=C(NN1C(=O)C2C3C=CC(C4CC34)C2C1=O)c1ccc(Cl)c(Cl)c1 (configuration not stated)
    -5	-5	104	30	16	-3	0.2	-5	0.3
Cc1noc(C)c1COc1ccc(C(=O)OCC(=O)Nc2cccc(S(=O)(=O)N3CCOCC3)c2)cc1
    -18	-2	100	42	-1	2	2.2	-4	8.2
CCOC(=O)C1=C(CSc2nc(C)ccc2C#N)OC(N)=C(C#N)C1c1cccc(OC)c1OC (configuration not stated)
    24	15	96	7	0	1	1.8	-9	3.7
O=C1c2ccccc2OC2(C=Cc3ccccc3O2)N1Cc1ccccc1 (configuration not stated)
    0	-13	·	12	·	-4	-0.8	-8	0.4
CN1CCN(Cc2c(O)ccc3cc(Br)ccc23)CC1
    -9	-2	106	3	0	-7	4.9	-4	0.9
Cc1occc(=O)c1OCc1ccc(Cl)cc1Cl
    4	-9	95	8	3	-2	-2.4	-6	-0.5
CC(Cc1ccccc1)(NC(=O)CN)c1ccccc1 (configuration not stated)
    2	1	109&104	63*	4&1	·	1.7	-9	2.9
O=C(Nc1ccccc1)c1ccc(NCC2CCCO2)c([N+](=O)[O-])c1 (configuration not stated)
    -9	-1	112	9	10	-10	0.5	-1	7.4
COc1cc(/C=C/C(=O)OC2CC3CCC2(C)C3(C)C)ccc1O (configuration not stated)
    ·	·	98	-1	2	1	-1.0	-5	-0.7
N/C(=N\O)c1cn(Cc2ccccc2Cl)c2ccccc12
    2	3	103	8	4	-7	4.6	-21	6.0
COC(=O)C(C)n1cnc2c(nnn2-c2ccc(F)cc2)c1=O (configuration not stated)
    0	-5	94	-1	1	·	1.0	-1	1.4
CC1CCCC(C)N1C(=O)c1cc(-c2ccco2)on1 (configuration not stated)
    5	-3	105	4	5	-5	-0.4	-3	-0.4
COc1ccccc1N(CC(=O)NCCSCc1ccco1)S(=O)(=O)c1ccccc1
    -11	-3	101	12	-1	-9	0.7	-14	4.3
COc1ccc(N2CCOCC2)c(NC(=O)COc2cccc(C)c2)c1
    -8	-7	104	-2	7	0	-2.0	-6	-0.5
COC(=O)CCCC1=CC2=C(c3ccccc3)C(=O)C(C)(OC(=O)C3CCCC3)C(=O)C2=CN1CC(C)C (configuration not stated)
    ·	·	119	·	3	-2	-0.5	0	0.6
CCC1CCCCN1CCCNC(=O)CN1C(=O)COc2ccccc21 (configuration not stated)
    0	6	103	-8	4	-2	1.0	2	1.0
NS(=O)(=O)c1cccc(NC(=O)CN2C(=O)C(=O)N(Cc3ccccc3)C2=O)c1
    ·	·	·	·	·	-2	1.0	1	-0.4
CC(C)C(NS(=O)(=O)c1ccc2c3c(cccc13)C(=O)N2)C(=O)O (configuration not stated)
    5	4	105	-11	2	1	1.3	-4	-0.2
O=C(COC(=O)c1ccccc1O)Nc1ncc(Cl)cc1Cl
    1	-5	97	-1	0	2	-1.4	-5	-0.5
COc1ccc(F)cc1COc1nc(C)nc2ccccc12
    6	-8	104	-4	2	-10	1.0	-9	0.6
COc1ccc(Oc2ccc(/C=C/C(=O)c3cccc(OC)c3)cc2[N+](=O)[O-])cc1
    -1	-4	101	32	-1	-2	0.0	-3	-0.7
COc1cccc(C(C)NC(=S)NCc2ccc(Cl)cc2)c1 (configuration not stated)
    2	12	100	1	-2	-5	4.1	-13	8.7
CCNc1c(NS(=O)(=O)c2ccc(Br)s2)c(=O)oc2ccccc12
    3	-9	99	5	1	-8	6.7	-8	2.4
CCOCC(=O)Nc1ccc(S(=O)(=O)N2CCOCC2)cc1
    -5	9	110	33	11	-3	1.6	-14	0.8
Cc1ccc(NC(=O)Cn2nc(C)c3ccccc3c2=O)cc1
    -2	12	·	10	·	-2	0.0	2	0.2
COc1cc(/C=N/O)cc(Br)c1OCc1ccc(Cl)cc1
    7	-15	104	20	4	-3	-1.6	-14	1.0
CC(C)Oc1ccc(CN2CCC(n3nccc3NC(=O)C3CC3)CC2)cc1
    1	-5	106	9	6	-1	0.8	-4	0.2
COc1ccc(Cl)cc1NS(=O)(=O)c1cn(C)nc1C
    -1	-20	111	-2	10	-2	0.0	-6	1.0
COc1cccc(NC(=O)Cc2nnc(SCC(=O)NC3CCCCC3)n2C)c1
    -6	7	100	16	-6	-7	-0.2	-5	2.0
O=C(Nc1ccncc1)c1cccc(S(=O)(=O)N2CCOCC2)c1
    ·	·	·	·	·	-5	0.2	-6	0.9
CCn1c(/C=C/c2ccccc2C)nc2ccccc2c1=O
    4	-9	93	8	-9	-1	-2.6	-5	-2.0
COCCNC(=O)c1c(N)n(/N=C/c2cccs2)c2nc3ccccc3nc12
    11	12	109	11	7	-5	0.7	-13	0.5
COc1ccc(Cl)cc1N1Cc2ccccc2C1
    -5	4	102	1	3	-1	-2.9	-13	-1.4
COc1cccc(CNS(=O)(=O)c2ccc3c(c2)CC(C)N3C(C)=O)c1 (configuration not stated)
    -2	-8	101	23	6	-1	5.0	-13	6.7
CC(C)[C@H](NC(=O)c1ccccc1F)C(=O)Nc1nc2c(s1)CCCC2
    2	-5	101	·	-1	-5	-1.8	-9	1.6
O=C1CN(C(=O)c2ccccc2)c2ccccc2N1
    -10	-18	106	-8	2	2	1.0	0	1.0
COC(=O)c1cccc(NC(=O)CSc2nnnn2C)c1
    -1	-2	104	-6	8	-3	-0.2	-16	1.1
COc1ccc(NC(=O)N2CCNC(=O)C2CC(=O)Nc2ccc(F)cc2)cc1 (configuration not stated)
    7	-13	108	-3	5	2	0.4	-7	1.1
Oc1ccccc1C1Nc2cccc3cccc(c23)N1
    1	-5	101	3	4	-3	-0.1	2	0.4
COc1cc2nc3occc3c(OC)c2cc1OC
    0	-13	107	19	7	-6	-2.2	-3	-1.5

Screening results as filed in PubChem.
